Screening data from PubChem BioAssay.
Growth percent in the NCI-60 one-dose screen (48 h, 10 µM unless noted): 100 = growth as untreated, 0 = no growth, -100 = all killed.
U251 – U251 CNS tumor cells. actives 5.4% (n = 80,000)
SF-295 – SF-295 CNS cancer cells; actives 5.6% (n = 79,000); AID 1794758
SNB-75 – SNB-75 CNS cancer | actives 5% (n = 79,000)
HCC-2998 – HCC-2998 colon cancer; actives 4.7% (n = 79,000)
HCT-116 – HCT-116 colon cancer. actives 7.3% (n = 82,000)
SF-539 – SF-539 CNS cancer; actives 6.8% (n = 81,000); AID 1794752
SF-268 – SF-268 CNS cancer cells; actives 3.1% (n = 82,000); AID 1794759
SNB-19 – SNB-19 CNS cancer cells; AID 1794751; actives 2.5% (n = 81,000)
KM12 – KM12 colon cancer cells. actives 5% (n = 82,000)
An asterisk follows results filed as active; . = not tested or not shown. The calls were made as follows: active = growth percent below 10; inactive = the rest.

No.	SMILES	U251	SF-295	SNB-75	HCC-2998	HCT-116
1	CCOC(=O)C(Cc1ccccc1)N1C(=O)/C(=C/N2N=C(c3ccc(OC)cc3)CC2c2ccc3ccccc3c2)SC1=S (centres undefined)	-27*	-78*	41	-92*	7.1*
2	CSc1nc(C)cc(SC(=N)N)n1	107	106	88	107	103
3	COc1ccc(N2C(=O)/C(=C/C3=Cc4ccccc4OC3)SC2=S)c(OC)c1	92	97	81	110	100
4	C[C@H](CCC(=O)NCc1ccc(C(=O)NO)cc1)[C@H]1CC[C@H]2[C@@H]3[C@@H](O)C[C@@H]4C[C@H](O)CC[C@]4(C)[C@H]3CC[C@]12C	93	104	99	101	93
5	COc1cc(/C=N\NC(=O)c2ccncc2)ccc1O	100	121	99	100	103
6	O=C1CC(c2ccccc2)Oc2ccc(Cl)cc21 (centres undefined)	97	130	99	128	93
7	O=C(Nc1cccc2ccccc12)c1ccccc1O	72	90	68	97	83
8	O=c1[nH]cnc2c1C(c1ccc(Cl)cc1)c1sc3c(F)cccc3c1O2 (centres undefined)	97	99	89	101	93
9	COc1cc2c(cc1OC)C(=O)C(CC1CCN(C(=O)Nc3ccc(Cl)cc3)CC1)C2 (centres undefined)	90	97	124	120	89
10	CCCCOc1nc(-c2cccnc2)nc2c1sc(=S)n2-c1ccccc1	92	105	111	110	79
11	CC(c1cccs1)N(C)Cc1nc(N)c2ccccc2n1 (centres undefined)	104	101	95	.	98
12	CC(=O)O[C@H]1[C@H](O[C@H]2[C@@H](O)C[C@@]3(C)[C@@H](CC[C@]4(C)[C@@H]3CC=C3[C@@H]5CC(C)(C)CC[C@]5(C(=O)O[C@H]5OC[C@@H](O)[C@H](O[C@@H]6O[C@@H](C)[C@H](O[C@@H]7OC[C@@H](O)[C@H](O)[C@H]7O[C@@H]7O[C@@H](C)[C@H](O)[C@@H](O[C@@H]8OC[C@](O)(CO)[C@H]8O)[C@H]7O)[C@@H](O)[C@H]6O)[C@H]5O)[C@H](O)C[C@]34C)[C@]2(C)C(=O)O)O[C@H](CO)[C@@H](O[C@@H]2O[C@H](CO)[C@@H](O)[C@H](O)[C@H]2O)[C@@H]1O	93	110	89	107	100

No.	SF-539	SF-268	SNB-19	KM12
1	-27*	30	15	9.8*
2	102	93	106	96
3	98	96	93	99
4	84	99	90	95
5	106	105	107	105
6	102	96	90	102
7	88	84	91	78
8	96	94	98	86
9	89	102	86	97
10	109	111	109	108
11	101	104	97	80
12	104	91	105	94

Just KM12, for some of the entries so far:
entry	SMILES	KM12
10	CCCCOc1nc(-c2cccnc2)nc2c1sc(=S)n2-c1ccccc1	108
6	O=C1CC(c2ccccc2)Oc2ccc(Cl)cc21 (centres undefined)	102

The list continues:
No.	SMILES	U251	SF-295	SNB-75	HCC-2998	HCT-116
13	CCNc1ncnc2[nH]ncc12	101	112	89	106	105
14	C(=NCCN=Cc1c[nH]c2ccccc12)c1c[nH]c2ccccc12	96	93	60	96	93
15	COC(=O)c1nnn(-c2cc(Cl)ccc2Cl)c1C(=O)c1ccc(Cl)c(Cl)c1	94	96	90	107	104
16	O=C(C1CC1)N(C(=O)C1CC1)c1ncc(-c2ccc(C(F)(F)F)cc2)c(NC2CCCCCC2)n1	56	56	76	88	71
17	O=C(CN1CCCCC1)Nc1nc2ccc(NCc3ccccc3)cc2s1	82	71	107	107	66
18	Fc1ccc(Nc2ccc3c(OCCCN4CCOCC4)cccc3n2)cc1F	64	78	67	66	78
19	O=C1Nc2ccccc2C12NCCc1cccc(O)c12 (centres undefined)	102	109	96	108	109
20	CCCCCC(=O)OC1CC(C)=C2C(=O)C=C(C)[C@@H]2[C@H]2OC(=O)[C@H](C)[C@H]12 (some centres undefined)	106	96	110	105	79
21	CCCCCC(=C/c1ccccc1)/C=N/O	94	96	82	108	104
22	COc1cc(-c2nc3ccc(/C=C/C(=O)c4ccc(C(F)(F)F)cc4)cc3s2)ccc1F	94	99	.	103	100
23	COc1cc2oc(-c3cccc(NC(=O)c4ccc(C#N)cc4)c3)cc(=O)c2c(OC)c1OC	72	71	77	93	56
24	COC(=O)Cc1csc2ccccc12	103	107	116	.	95

No.	SF-539	SF-268	SNB-19	KM12
13	96	112	104	103
14	97	99	92	106
15	96	101	.	105
16	91	87	77	86
17	91	99	85	82
18	52	71	91	16
19	98	98	99	106
20	108	106	106	100
21	99	93	93	100
22	98	108	112	104
23	63	78	82	69
24	99	108	107	109

(more compounds)
No.	SMILES	U251	SF-295	SNB-75	HCC-2998	HCT-116
25	CC[N+]1(CC)CC[N+](CC)(CC)CC1	.	97	90	104	109
26	O=C(O)c1ccc(-n2cc(CNc3ccc(C(F)(F)F)cc3)c(-c3ccccc3)n2)cc1	81	75	92	108	101
27	Cc1c(C)c(CCl)c(C)c(C)c1CCl	60	93	60	85	50
28	C=CC(=O)N1CN(C(=O)C=C)CN(C(=O)C=C)C1	89	112	60	101	14
29	CCCCCC(=O)c1ccc(O)cc1O	92	96	80	117	112
30	CCCNCC(O)Cc1ccc(OCC)cc1 (centres undefined)	92	103	104	98	88
31	CC(=O)n1nc(C(=O)OC(C)C)c2cc(F)c(F)cc21	93	95	72	106	83
32	CCCSc1ccc([N+](=O)[O-])cc1[N+](=O)[O-]	92	106	89	115	97
33	OCCNCCCNc1ccnc2cc(Cl)ccc12	100	95	102	104	104
34	CC1[C@H]2[C@H](C[C@H]3[C@@H]4CC=C5c6sc(Nc7ccccc7F)nc6CC[C@]5(C)[C@H]4CC[C@@]32C)O[C@]12CC[C@@H](C)CO2 (some centres undefined)	-88*	-75*	-56*	-82*	-94*
35	COc1ccc(Nc2[nH]n3c(=O)cc(-c4ccccc4)nc3c2C(=O)Nc2ccc(C)cc2)c(OC)c1	60	96	.	111	84
36	O=C(O)c1cc(Cl)nc(Cl)n1	103	93	83	90	103

No.	SF-539	SF-268	SNB-19	KM12
25	93	111	100	116
26	100	91	102	85
27	60	55	84	49
28	72	85	107	86
29	95	108	98	108
30	101	103	96	104
31	99	100	96	103
32	102	98	103	109
33	106	97	111	96
34	-88*	-54*	-38*	-91*
35	81	96	56	106
36	102	101	102	106

(cont.)
No.	SMILES	U251	SF-295	SNB-75	HCC-2998	HCT-116
37	COc1cc(/C=N/NC(=O)c2cnn3c2NC(c2ccccc2)C3)ccc1OC1CCCC1 (centres undefined)	33	6.5*	-14*	64	19
38	CC(=O)Nc1ccc(C2CN(C)C3(C(=O)c4ccccc4C3=O)C2C(=O)c2ccccc2)cc1 (centres undefined)	98	96	75	94	93
39	Cn1nc(N)c(C#N)c1Nc1ccccc1	102	117	112	109	106
40	Cc1cc(=O)oc2cc(OCc3c(F)cccc3Cl)ccc12	86	84	64	93	88
41	COc1ccc(Br)cc1C(c1cc(Br)ccc1OC)C(Cl)(Cl)Cl	93	88	92	76	82
42	O=C1C=CC(=O)N1CO	117	131	100	107	104
43	CC(=O)n1nc(C(=O)OC(C)(C)C)c2ccccc21	104	106	86	104	91
44	Cc1c(-c2nnc(SCC(C)C)o2)sc2nc3ccccc3n12	106	100	135	111	114
45	CCCCCCCC(=O)NCc1ccc(O)c(OC)c1	102	105	61	105	100
46	CCN1C(=O)N(CC)C2C1NN=C1SC3(C(=O)N12)C(c1ccccc1F)CN(C)C31C(=O)Nc2ccccc21 (centres undefined)	102	102	87	110	91
47	Clc1ccc2c(Cl)ccnc2c1	100	105	104	106	120
48	CCCCC(CC)C(C#CC(C(CC)CCCC)N(C)C)N(C)C (centres undefined)	106	101	.	109	97

No.	SF-539	SF-268	SNB-19	KM12
37	-16*	37	39	18
38	93	89	97	96
39	.	118	122	116
40	67	84	57	77
41	100	89	100	96
42	111	111	103	128
43	95	103	103	101
44	113	114	90	101
45	101	90	98	100
46	101	87	104	92
47	106	104	101	105
48	98	105	105	94

Further structures follow:
No.	SMILES	U251	SF-295	SNB-75	HCC-2998	HCT-116
49	COc1ccc(C(=O)/C=C/C23c4ccccc4C(c4ccccc42)C2C(=O)NC(=O)C23)cc1 (centres undefined)	94	106	85	100	83
50	COc1cc2c(cc1OC)CN(CCCCOc1cc(O)c3c(=O)cc(-c4ccccc4)oc3c1)CC2	50	26	99	-7.7*	0.2*
51	O=[N+]([O-])c1cccnc1Cl	104	115	98	97	102
52	CCN(CC)c1ccc(CNc2ccnc3ccccc23)cc1	52	51	.	37	30
53	CCCC(O)(c1ccccc1)C(c1ccccc1)C1CCCCN1 (centres undefined)	100	98	92	105	84
54	O=C1CC(n2c(O)c(C=Nc3ccc(Cl)cc3)sc2=S)C(=O)N1c1ccc(Cl)cc1 (centres undefined)	99	99	90	102	99
55	O=C(O)CCCC1CCCc2ccccc21 (centres undefined)	110	100	94	101	97
56	Nc1nccc2c1ccn2-c1cccc(NC(=O)Nc2ccc(Cl)c(Cl)c2)c1	69	56	55	99	58
57	CN(C)c1ccc2cc(-c3ccc(Cl)c(Cl)c3)c(N)nc2c1	31	12	63	45	13
58	COc1ccc(-c2cc(-c3cccn3C)c(C#N)c(=O)n2C=O)cc1OC	97	102	88	93	95
59	Cc1ccc(-c2nc(Nc3ccccc3S(N)(=O)=O)c3ccccc3n2)cc1	58	94	91	104	40
60	CCCCCCCCCCCCCCCCOc1ccc(S(=O)(=O)NC2CCCCC2)cc1[N+](=O)[O-]	106	.	99	104	99

No.	SF-539	SF-268	SNB-19	KM12
49	90	91	93	97
50	49	66	78	80
51	105	134	98	130
52	70	82	.	74
53	100	100	100	102
54	99	97	94	90
55	100	97	104	106
56	49	76	86	64
57	49	50	64	29
58	131	113	90	117
59	-12*	70	89	65
60	101	107	105	110

Sorted by count of non-hydrogen atoms (lowest first): some entries from above
No.	SMILES	U251	SF-295	SNB-75	HCC-2998	HCT-116
51	O=[N+]([O-])c1cccnc1Cl	104	115	98	97	102
55	O=C(O)CCCC1CCCc2ccccc21 (centres undefined)	110	100	94	101	97
57	CN(C)c1ccc2cc(-c3ccc(Cl)c(Cl)c3)c(N)nc2c1	31	12	63	45	13
53	CCCC(O)(c1ccccc1)C(c1ccccc1)C1CCCCN1 (centres undefined)	100	98	92	105	84

No.	SF-539	SF-268	SNB-19	KM12
51	105	134	98	130
55	100	97	104	106
57	49	50	64	29
53	100	100	100	102

Carrying on:
No.	SMILES	U251	SF-295	SNB-75	HCC-2998	HCT-116
61	CC(C)Cc1ccc(C(C)C(=O)NCc2ccc(Cn3c(=O)sn(CCCl)c3=O)cc2)cc1 (centres undefined)	94	94	88	83	61
62	CC(C)(O)c1cncc(-c2ccc3ncnc(NCc4ccccc4)c3c2)c1	109	85	31	93	98
63	COc1ccc(/C=c2\c(=O)n(-c3ccccc3)c3nnc(N/N=C(/C)C(=O)O)n23)cc1	104	.	102	108	109
64	CCCCCCCCCC/C=C\C(=O)O	98	.	74	106	110
65	O=c1[nH]c(=O)n(C2OC(CO)C(O)C2O)c2c1CCCC2 (centres undefined)	100	107	105	103	103
66	CCN=c1sc(-c2ccc3ccccc3c2)cn1NC(=O)c1cc2ccc1CCc1ccc(cc1)CC2	74	63	58	101	40
67	O=C(CC12CC3CC(CC(C3)C1)C2)NCCOCCOCCNC(=O)c1cc2c(o1)C(=O)c1ccccc1C2=O	-88*	-94*	-99*	-87*	-8.2*
68	Cc1cc(C(=O)Nc2sc3c(c2C(N)=O)CCC(=O)C3)ccc1OCCN1CCCCC1	97	113	95	.	84
69	CCOC(=O)c1nc(Nc2ccc(NC(=O)Nc3cccc(C(F)(F)F)c3)cc2)c2ccccc2n1	106	98	74	.	97
70	C=C(C)[C@@H]1CC[C@]2(c3ncc(C)o3)CC[C@]3(C)[C@H](CC[C@@H]4[C@@]5(C)Cc6c([nH]c7ccccc67)C(C)(C)[C@@H]5CC[C@]43C)[C@@H]12	94	114	81	105	97

No.	SF-539	SF-268	SNB-19	KM12
61	96	77	79	81
62	85	65	92	101
63	97	97	100	104
64	102	114	102	121
65	105	105	107	111
66	81	71	82	82
67	-96*	-16*	-16*	-24*
68	94	99	102	89
69	96	97	94	111
70	98	92	97	95
